Screening data (PubChem BioAssay)
p-CIP stab down – compounds decreasing mouse p/CIP protein stability; decrease of EGFP signal, % at 10 µM; F442A p/CIP-EGFP cells, EGFP fluorescence, 16 h; hit rate 0.01% among 290,000; AID 1984; Q05BA5;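 active = EGFP signal decrease of at least 30% at 10 µM or well 3 SD below plate mean, unless failing retest; inactive = the rest, including hits failing retest or dose response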; also: some compounds called inactive have numbers as strong as hits; many of its hits are not listed in these tables
HCV NS3 hel inh – blocks Hepatitis C virus NS3 helicase unwinding; NS3 helicase DNA unwinding, Cy5 molecular beacon fluorescence; inhibition, % at 10.9 µM; hit rate 0.56% among 290,000; AID 1800;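 active = inhibition above the mean of all tested compounds plus 3 SD, set per campaign, cut at about 35% in these data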;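 also: 0% = DMSO wells and 100% = thioflavine S control wells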
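Assay system: hepatitis C virus NS3 helicase domain fragment enzyme. Also added: annealed dual-labelled DNA beacon duplex, ATP-started. Timing: 1 h reaction at 25 °C, ATP-initiated. Technique: Cy5 fluorescence at 0 and 60 min, beacon hairpin quenching. Evaluation: % inhibition of unwinding. Replication: one well per compound.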
SUMO HTRF inh – SUMOylation inhibition. inhibition, % at 35 µM. P63279. hit rate 0.36% among 290,000. HTRF SUMOylation assay, SAE1/SAE2 + UBC9, in vitro. AID 2006; in the data active = inhibition above about 50%, passing the limit was not always enough; also: strong numbers were not always called active
Target sequence (P63279 whole entry, looked up): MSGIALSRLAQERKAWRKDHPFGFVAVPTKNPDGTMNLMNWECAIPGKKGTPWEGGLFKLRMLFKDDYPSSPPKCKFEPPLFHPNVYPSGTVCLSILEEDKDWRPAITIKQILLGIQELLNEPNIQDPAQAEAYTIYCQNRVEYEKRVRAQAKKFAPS
IDE cell activ – activators of human insulin-degrading enzyme in cells; P14735; HEK cells, FAbeta-B cleavage, fluorescence polarization; 0% vehicle, 100% cell-free pure enzyme wells; activation, % at 5.96 µM; hit rate 0.073% among 340,000; AID 493087;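 active = activation above the mean of all tested compounds plus 3 SD, set per screening campaign, cut at about 17% in these data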
VIM-2 inh – blocks Pseudomonas aeruginosa VIM-2 metallo-beta-lactamase; inhibition, % at 5.6 µM; hit rate 0.89% among 290,000; AID 1527; purified VIM-2, nitrocefin hydrolysis, epi-absorbance fluorescence;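 active = inhibition above the mean of all tested compounds plus 3 SD, cutoff set per screening run, cut at about 7.5% in these data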;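 also: red hydrolysis product quenches plate fluorescence so inhibitors raise well fluorescence; 0% = enzyme with DMSO and 100% = DMSO without enzyme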
IMP-1 inh – inhibitors of Pseudomonas aeruginosa IMP-1 metallo-beta-lactamase | hit rate 0.45% among 290,000 | purified IMP-1, nitrocefin hydrolysis, epi-absorbance fluorescence | inhibition, % at 5.6 µM;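 active = inhibition above the mean plus 3 SD of all compounds in the same screening run, cut at about 4.5% in these data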;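 also: 0% = IMP-1 with DMSO and 100% = DMSO wells lacking enzyme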
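Test system: recombinant IMP-1 enzyme, purified / Medium: HEPES buffer pH 7.1 with ZnSO4 and Brij 35 / Doses: single dose, 5.6 µM / Times: 25 °C, 15 min preincubation, 25 min reaction / Detection: Epi-absorbance via hydrolysed-nitrocefin quenching of white-plate fluorescence, 480/530 nm, EDTA stop / Evaluation: percent inhibition from optical density relative to buffer-blank wells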
PHOSPHO1 inh – blocks human PHOSPHO1 phosphatase activity; AID 1565; Q8TCT1; hit rate 1.1% among 290,000; recombinant PHOSPHO1, absorbance phosphatase assay; inhibition, % at 13.3 µM; in the data active = inhibition above about 60%
Target sequence (Q8TCT1 whole entry, looked up): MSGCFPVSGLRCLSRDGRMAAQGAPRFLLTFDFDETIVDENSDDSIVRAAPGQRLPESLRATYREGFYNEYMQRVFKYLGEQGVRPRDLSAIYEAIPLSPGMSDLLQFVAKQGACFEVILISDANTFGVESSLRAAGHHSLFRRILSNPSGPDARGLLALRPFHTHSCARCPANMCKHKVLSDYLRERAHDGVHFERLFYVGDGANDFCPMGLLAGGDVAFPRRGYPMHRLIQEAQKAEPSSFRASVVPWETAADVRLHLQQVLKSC
MEKK3 PB1 HTS – MEKK3-MEK5 PB1 interaction, increase or decrease; hit rate 1.4% among 290,000; binding response (% of control), % at 10 µM; Q99759; bead-based flow cytometry, Alexa488-MEK5 binding to MEKK3; actives lie on both sides; 0 = blocked by unlabeled MEK5, 100 = vehicle;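 active = binding response more than 3 SD above or below the average of its plate-row segment, actives on both sides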;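 also: Alexa488 bead fluorescence after subtracting the streptavidin-only scavenger bead signal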
Target sequence (Q99759 whole entry, looked up): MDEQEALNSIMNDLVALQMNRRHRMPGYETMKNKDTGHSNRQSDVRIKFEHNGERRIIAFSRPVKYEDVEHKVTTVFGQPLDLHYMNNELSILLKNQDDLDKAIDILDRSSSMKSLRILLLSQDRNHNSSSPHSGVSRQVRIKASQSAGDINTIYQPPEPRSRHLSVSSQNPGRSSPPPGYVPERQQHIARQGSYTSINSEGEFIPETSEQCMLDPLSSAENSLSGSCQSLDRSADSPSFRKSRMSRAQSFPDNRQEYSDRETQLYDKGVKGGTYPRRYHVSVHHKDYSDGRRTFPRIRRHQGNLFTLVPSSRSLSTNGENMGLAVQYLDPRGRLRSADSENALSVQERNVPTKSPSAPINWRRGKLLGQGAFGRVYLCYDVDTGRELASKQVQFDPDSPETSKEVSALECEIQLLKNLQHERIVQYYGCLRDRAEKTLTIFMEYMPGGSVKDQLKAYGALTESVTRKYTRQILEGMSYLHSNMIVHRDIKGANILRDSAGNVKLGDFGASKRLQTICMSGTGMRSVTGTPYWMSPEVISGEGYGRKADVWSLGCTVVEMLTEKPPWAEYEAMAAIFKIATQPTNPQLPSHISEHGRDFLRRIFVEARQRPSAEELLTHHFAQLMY
FID counter – fluorescent intercalator displacement, NS3 helicase counter-screen; hit rate 0.17% among 290,000; DNA fluorescent intercalator displacement, fluorescence; AID 1845; inhibition, % at 7.9 µM; in the data active = inhibition above about 37%;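 also: 0% = vehicle and 100% = reference compound; higher means more ethidium bromide displaced from hairpin DNA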
* = called active by the depositor; · = not tested or not shown; & = joins results of further samples.

SMILES	p-CIP stab down	HCV NS3 hel inh	SUMO HTRF inh	IDE cell activ	VIM-2 inh	IMP-1 inh	PHOSPHO1 inh	MEKK3 PB1 HTS	FID counter
CCn1cc(C(=O)N(C)c2ccc(OC)cc2OC)c2cc(OC)c(OC)cc2c1=O	-4	-7	5	-1	-0.1	1.2	37	103	-29
CCCn1c(SCC(=O)N2CC(=O)Nc3ccccc32)nc2ccccc21	-8	-8	12	3	0.5	0.6	-31	99	-21
O=C(NC1CC1)C1CCCN(C(=O)NC2CCCCC2)C1 (configuration not stated)	-9	4	12	6	-2.7	-1.4	9	102	1
C=CCOC(=O)C1=C(C)Nc2nnnn2C1c1cccc(OC)c1OC (configuration not stated)	-3	-3	11	-4	-3.1	-3.0	-10	98	-10
CCOC(=O)C1(C)NC(c2ccc(OC)cc2OC)C2C(=O)N(c3cccc(OC)c3)C(=O)C21 (configuration not stated)	-10	1	3	1	-3.3	-2.6	7	104	-15
COC(=O)c1c(NC(=O)c2ccc(N(C)S(=O)(=O)c3ccc(C)cc3)cc2)sc2c1CCCC2	-10	-10	21	9	-2.1	-2.6	-5	102	2
COCc1cc(C)nc(Sc2nc3c(c(=O)n(C)c(=O)n3C)n2C)c1C#N	3	5	3	2	-0.6	-2.1	1	98	-12
COc1c(C)cc(Br)cc1C(=O)Nc1cccc(NC(=O)c2ccco2)c1	-1	-4	-13	2	0.7	-7.0	-2	97	-23
O=C1C2C3C=CC(C2C(=O)N1c1ccc(O)cc1)C1C2C(=O)N(c4ccc(O)cc4)C(=O)C2C31 (configuration not stated)	-15	6	12	11	-1.6	-2.4	19	108	-4
CN(C(=O)c1cccc(NC(=O)Cc2ccccc2)c1)c1ccccc1	-111	0	13	-1	-0.7	-2.2	·	108	-25
O=C(c1ccc2c(c1)OCCO2)C1CCN(S(=O)(=O)c2cccc(F)c2)CC1	-17	-22	12	4	-1.1	-3.0	11	105	-7
O=S(=O)(c1cccc2c(S(=O)(=O)N3CCCC3)cccc12)N1CCCC1	-14	4	-4	-5	-2.2	-9.0	4	105	-6
Cc1c(C)[n+](=O)c(-c2ccco2)c(C)n1[O-]	-15	-1	31	6	-2.7	-3.6	-4	102	2
CCn1c(SCC(=O)Nc2nccs2)nnc1-c1cccnc1	-2	-4	6	2	-2.6	-2.2	38	101	-6
CC(=O)C(=Nc1ccc(Cl)cc1Cl)NNc1cccc(Cl)c1	-2	2	-19	7	-3.9	-5.1	55	103	-2
CC1CCCCN1C(=O)c1ccc(OC2CCN(S(=O)(=O)N(C)C)CC2)cc1 (configuration not stated)	-9	-2	11	0	-4.8	-3.0	22	89	-39
CC(=O)NCC1CCCN(C(=O)c2ccc(OC3CCN(Cc4ccccn4)CC3)cc2)C1 (configuration not stated)	1	20	3	0	0.2	-0.5	48	99	-1
COc1cccc(CNC(=O)C2CCCN(S(=O)(=O)N3CC(C)CC(C)C3)C2)c1 (configuration not stated)	-14	-3	8	-1	-2.3	-0.4	0	100	-35
CCC(C)c1ccc(O)c(NC(=S)NC(=O)c2cccnc2)c1 (configuration not stated)	-22	13	-9	-1	-3.8	-1.4	40	101	-24
O=C(COC(=O)c1ccc([N+](=O)[O-])o1)Nc1cccc(S(=O)(=O)N2CCCCC2)c1	-5	-10	22	5	0.1	-4.5	21	102	7
Cc1cc(NC(=O)CSc2ccc3nnc(-c4ccccn4)n3n2)no1	10	-1	8	-2	0.4	-2.9	16	102	-5
COc1ccc(C=O)cc1CSc1ccccn1	5	-1	7	-2	1.8	4.3	20	90	-2
CC(=O)Nc1ccc(NC(=O)Cn2nc([N+](=O)[O-])c(Br)c2C)cc1	16	7	4	-2	-2.4	-3.3	48	77	-6
COC(=O)[C@@H](NC(=O)Nc1cccc(Br)c1)C(C)C	1	-8	-9	2	-1.5	-2.4	-7	98	-2
CC(=O)Nc1ccc(NC(=O)c2ccc3c(c2)C(=O)N(c2ccccc2C)C3=O)cc1	-11	-22	14	2	-2.9	-2.0	35	102	-15
Later entries
SMILES	p-CIP stab down	HCV NS3 hel inh	SUMO HTRF inh	IDE cell activ	VIM-2 inh	IMP-1 inh	PHOSPHO1 inh	MEKK3 PB1 HTS	FID counter
COc1ccc(OC)c(NC(=O)CSc2ncnc3c2cnn3-c2ccccc2Cl)c1	-20	0	-2	4	-4.3	-3.7	-4	105	-4
CC1C/C(=N\NC(=O)CCc2ccc(S(=O)(=O)N3CCOCC3)cc2)CC(C)(C)C1 (configuration not stated)	-2	0	-9	1	-2.5	-5.1	-5	103	-11
Cc1cc(C)n(/N=C/c2cccs2)c(=O)c1C#N	-6	1	10	2	-2.7	-3.5	-7	97	-9
O=C(O)c1cccc(S(=O)(=O)NCCc2ccccc2)c1	-6	-10	-2	9	-3.8	-2.4	-11	98	1
C=CCNc1nc(C)nc(OC)n1	1	-4	19	1	-2.4	-3.2	1	104	-1
CC(=O)c1c(C(C)=O)c(C)n(C2CCCCC2)c1C	-5	-9	-3	5	-2.2	-3.3	-6	108	-10
Cc1nc(SCn2nnc3ccccc3c2=O)nc(C)c1C	-12	1	5	-3	-3.5	-3.4	3	104	-16
COc1ccccc1NC(=O)Cn1c(=O)n2nc(C)nc2c2ccccc21	-28	-3	3	4	-3.6	-3.1	17	101	-7
Cc1csc(=Nc2ccccc2)n1CCO	-8	-9	7	2	-1.4	-5.2	21	123	-1
O=C(CSc1nnc2ccccn12)Nc1ccc2c(c1)OCO2	-2	21	7	1	-0.3	-1.6	37	103	-3
CCN(CC(=O)Nc1c(F)cccc1F)C(=O)/C=C/c1cn(Cc2ccccc2)nc1-c1cccnc1	-4	-26	4	2	-2.9	-2.2	14	97	-36
CC(=O)N1CCC2(CC1)C/C(=N\NC(=S)Nc1ccccc1C)c1cc(O)ccc1O2	1	21	-7	-1	-1.6	-2.3	1	96	-18
O=C1C(=O)N(c2ccccn2)C(c2ccc(F)cc2)/C1=C(/O)c1ccc(Br)cc1 (configuration not stated)	-3	24	20	5	-0.6	-3.8	8	109	-37
O=C(NCc1ccco1)Nc1ccc([N+](=O)[O-])cc1	-10&-9	-7&-7	22&16	3	1.6&-4.8	-0.1&-1.2	20&40	93&105	-2&1
Cc1ccc(-n2nc(C)c3c(=O)[nH]c(C(F)(F)F)nc32)cc1	-1	9	5	·	-0.5	-1.0	8	100	-4
CC(C)Cn1cnc2c(c1=N)C(c1ccccc1)C1=C(CC(C)(C)CC1=O)O2 (configuration not stated)	3	-9	10	5	-2.8	-2.1	33	95	-34
O=C(N/N=C/c1cccc(Oc2ccccc2)c1)c1ccccc1Br	11	-13	-32	-6	-2.0	-2.6	-13	107	-21
S=c1[nH]nc(COc2ccccc2)n1/N=C/c1ccccn1	6	0	0	-4	-3.8	-5.5	32	89	-3
COc1ccc(/C=C2\SC(=O)N(CCNC(=O)C3CC(=O)N(c4ccccc4)C3)C2=O)cc1 (configuration not stated)	-6	-8	9	-5	0.5	-0.9	-9	103	-8
O=C1c2ccccc2S(=O)(=O)N1CC(O)COc1ccc(Br)cc1 (configuration not stated)	4	-5	10	-8	-0.2	5.3*	-3	102	-11
O=C(CSc1nnc(C2CC2)n1Cc1ccccc1)Nc1cccnc1Cl	-10	3	12	7	-0.4	-0.8	23	90	-14
COC(=O)c1cc(NC(=O)c2c(-c3c(Cl)cccc3Cl)noc2C)ccc1N1CCOCC1	-3	15	7	10	0.6	-0.3	32	56	-30
COc1ccc(CCNC(=O)CSc2nc3[nH]ncc3c(=O)n2-c2ccccc2OC)cc1OC	5	8	3	-2	1.4	-2.8	-4	94	-13
O=C(CNC(c1ccccc1)c1ccccc1)NCc1ccccc1Cl	-2	-19	3	2	-1.1	-2.1	37	107	-24
O=C(CSc1nc2ncccc2[nH]1)NCc1ccccc1	-15	-4	8	-2	-1.6	-2.1	0	96	-2
(further entries)
SMILES	p-CIP stab down	HCV NS3 hel inh	SUMO HTRF inh	IDE cell activ	VIM-2 inh	IMP-1 inh	PHOSPHO1 inh	MEKK3 PB1 HTS	FID counter
CCCOc1ccc(-c2nnn(CC(=O)N3CCCC(C)C3)n2)cc1 (configuration not stated)	-10	1	9	9	-2.9	-2.9	20	100	-13
COC(=O)C1=C(C(=O)OC)SC2(S1)C(C(=O)OC)=C(C(=O)OC)SC1=C2c2cc(C)ccc2NC1(C)C	-14	12	-13	4	-0.6	-2.9	98*	108	-27
COc1ccc(NC(=O)N2CCCC(C(=O)Nc3ccccc3OC)C2)cc1 (configuration not stated)	-2	-1	-1	1	-3.9	-2.6	7	100	-18
Cc1cc(C(=O)N2CCc3ccccc3C2)n[nH]1	-7	1	4	5	-2.5	-3.1	53	94	-8
CS(=O)(=O)NCCCNc1ccc(C(F)(F)F)cc1[N+](=O)[O-]	-15	-5	34	7	-1.5	-4.3	19	104	1
Cc1cc(C)c(CN2CCC(n3nccc3NC(=O)C3CCCC3)CC2)cc1C	10	-15	-6	0	-0.4	-2.2	-4	104	9
CS(=O)(=O)N1CCC(C(=O)Nc2cc(Cl)cc(Cl)c2)CC1	2	17	1	7	-1.8	-3.6	-10	102	0
O=C(N/N=C/c1ccc(OCc2ccccc2)cc1)c1ccc(O)cc1	5	1	-4	2	-4.6	-3.4	28	119	-4
O=S(=O)(NCCc1csc(-c2ccccc2)n1)c1cccnc1	-1	-1	20	3	1.2	-0.4	37	98	-10
Cc1cc(C)n(-c2ccc(NC(=O)C3CCCCN3C(=O)c3sccc3C)cc2)n1 (configuration not stated)	-6	9	-5	7	-2.3	-3.0	33	102	-57
Cc1ccccc1NC(=S)NNC(=O)c1ccoc1C	3	0	0	-1	-1.6	-4.0	16	106	0
CCOc1cccc2sc(Cl)nc12	-6	14	-4	0	-1.9	-2.7	43	97	0
Cc1cccc(C)c1N=Cc1c(C(F)(F)F)[nH][nH]c1=O	-7	1	13	-3	-1.3	-1.7	44	96	1
COc1ccc(Cc2nnc(NS(=O)(=O)c3ccc(Cl)cc3)s2)cc1OC	-4	-6	-1	4	-1.9	-2.5	27	90	-20
CCOc1ccc(CCNC(=O)CCn2ccc3cc(S(=O)(=O)N4CCCC4)ccc32)cc1	-6	-19	11	-1	2.1	-0.7	22	99	-47
Nc1ncc(Br)cc1S(=O)(=O)NCCC(=O)NCCc1ccc(Cl)cc1	-5	-11	·	6	-2.7	0.6	41	103	-10
CCn1c(Cc2ccc(OC)cc2)nnc1SCC(=O)NC1CCCCC1	1	6	13	1	-2.8	-2.4	47	96	-26
c1ccc(Nc2ccnc(Nc3ccccc3)n2)cc1	-18	-52	-11	-1	-1.4	-1.7	28	107	16
O=C(O)CCC1(CCC(=O)O)c2ccccc2-c2ccccc21	-76	-5	11	1	-3.5	-3.1	·	99	-2
CC(C)(CO)N=C1NS(=O)(=O)c2cc([N+](=O)[O-])ccc21	8	3	6	4	-4.2	-2.6	1	95	2
Cn1nc(C(F)(F)F)c(CN2CC(C)(C)C2=O)c1N1CCOCC1	4	1	-6	3	-4.5	-3.2	24	98	-2

A portion of the library, so the mix of outcomes need not match the whole.
